V1aR counter = agonists of human V1a receptor, primary screen, counter-screen for OXTR agonist project, fluorescence, CHO-V1R cells | Vasopressin V1a receptor (Homo sapiens), P37288 | Fluo-8 calcium fluorescence, agonist mode; 0% DMSO, 100% 3 nM vasopressin | activation, % at 3 µM | 320,000 tested, 0.25% active;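 active means activation above the mean activation of all tested compounds plus 3 SD, per screening run, cut at about 20% in these data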;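 further: signal is peak over basal fluorescence ratio across a 100 second FLIPR read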
Target sequence (P37288 whole entry, looked up): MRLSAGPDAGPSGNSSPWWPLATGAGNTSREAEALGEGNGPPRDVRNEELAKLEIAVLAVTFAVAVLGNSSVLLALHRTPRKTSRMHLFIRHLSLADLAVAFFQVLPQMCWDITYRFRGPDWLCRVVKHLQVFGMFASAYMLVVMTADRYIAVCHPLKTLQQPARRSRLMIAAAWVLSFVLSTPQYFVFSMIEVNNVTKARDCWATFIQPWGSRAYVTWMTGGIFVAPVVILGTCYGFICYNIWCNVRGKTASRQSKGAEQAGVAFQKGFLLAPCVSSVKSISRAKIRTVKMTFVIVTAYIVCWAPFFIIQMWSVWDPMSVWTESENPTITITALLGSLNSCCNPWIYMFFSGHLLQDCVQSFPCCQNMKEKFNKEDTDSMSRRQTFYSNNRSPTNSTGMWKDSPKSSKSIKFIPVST
OXTR ag = human OXTR agonists, primary screen, fluorescence, CHO-OTR cells, Fluo-8 calcium; activation, % at 3 µM; 320,000 tested, 0.32% active; Oxytocin receptor (Homo sapiens), P30559; Fluo-8 calcium fluorescence; normalized: DMSO 0%, oxytocin 100%;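 active means activation above the mean of all tested compounds plus 3 SD, cutoff set per screening run, cut at about 20% in these data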;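 further: peak over basal fluorescence ratio from a 100 s FLIPR kinetic read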
PHOSPHO1 block = PubChem AID 1565. Phosphoethanolamine/phosphocholine phosphatase (Homo sapiens), Q8TCT1. recombinant PHOSPHO1, absorbance phosphatase assay. inhibition, % at 13.3 µM. 290,000 tested, 1.1% active; in the data active means inhibition above about 60%
FID counter = compounds displacing fluorescent DNA intercalator, primary screen, artefact control for HCV NS3 helicase inhibitor project, biochemical, FID fluorescence; 290,000 tested, 0.17% active; DNA fluorescent intercalator displacement; inhibition, % at 7.9 µM; AID 1845, 2009; in the data active means inhibition above about 37%;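 further: 0% = vehicle and 100% = reference compound; higher means more ethidium bromide displaced from hairpin DNA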
VIM-2 inh = VIM-2 metallo-beta-lactamase inhibitors, primary screen, biochemical, epi-absorbance readout, Pseudomonas aeruginosa enzyme; purified VIM-2, nitrocefin hydrolysis, epi-absorbance fluorescence; 290,000 tested, 0.89% active; inhibition, % at 5.6 µM;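 active means inhibition above the mean of all tested compounds plus 3 SD, cutoff set per screening run, cut at about 7.5% in these data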;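 further: red hydrolysis product quenches plate fluorescence so inhibitors raise well fluorescence; 0% = enzyme with DMSO and 100% = DMSO without enzyme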
NS3 helicase inh = inhibitors of HCV NS3 helicase, primary screen, biochemical, Cy5 molecular beacon fluorescence | Hepatitis C virus NS3 helicase | NS3 helicase DNA unwinding | inhibition, % at 10.9 µM | 290,000 tested, 0.56% active | AID 1800, 2009;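 active means inhibition above the mean of all tested compounds plus 3 SD, set per campaign, cut at about 35% in these data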;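 further: 0% = DMSO wells and 100% = thioflavine S control wells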
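System: HCV NS3 helicase fragment; control set: DMSO and thioflavine S; technique: Cy5 fluorescence at 0 and 60 min, beacon hairpin quenching; reagent: beacon DNA duplex substrate plus ATP; replicates: singlicate; schedule: 1 h reaction at 25 °C, ATP-initiated; medium: MOPS buffer pH 6.5 with MgCl2, DTT, Tween20, BSA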
GalR3 antagonist = GalR3 antagonists in HEK293 cells, primary screen, cell-based, fluorescence readout; Galanin receptor type 3 (Homo sapiens), O60755; HEK293 GalR3-CNG cAMP membrane potential fluorescence; galR3 body fused to GalR1 C-terminus; inhibition, % at 3 µM; 360,000 tested, 0.44% active; AID 651719, 2012;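 active means inhibition above the screen-wide average plus 3 SD, cut at about 13% in these data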;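 further: forskolin and galanin both at EC90 stimulate the cells; cAMP rise reported by CNG channel membrane potential dye signal; 0% = forskolin plus galanin with DMSO and 100% = forskolin alone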
Target sequence (O60755 1-299 limits assumed): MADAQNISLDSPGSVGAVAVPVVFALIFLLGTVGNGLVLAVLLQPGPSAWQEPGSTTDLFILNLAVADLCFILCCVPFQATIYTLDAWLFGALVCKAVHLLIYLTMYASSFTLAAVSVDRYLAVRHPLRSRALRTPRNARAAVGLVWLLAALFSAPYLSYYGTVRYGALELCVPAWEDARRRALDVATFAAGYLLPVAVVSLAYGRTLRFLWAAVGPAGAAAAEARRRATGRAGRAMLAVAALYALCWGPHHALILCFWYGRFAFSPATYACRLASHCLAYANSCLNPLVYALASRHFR
GPR7 antag = GPR7 receptor antagonists, primary screen, cell-based, fluorescence, single concentration | Neuropeptides B/W receptor type 1 (Homo sapiens), P48145 | GPR7-expressing cells, fluorescence antagonist assay | inhibition, % at 4.4 µM | 290,000 tested, 1.1% active | AID 1861, 2009; in the data active means inhibition above about 16%, passing the limit was not always enough;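 further: cells stimulated with the agonist NPW; 0% = agonist with vehicle and 100% = vehicle without agonist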
Target sequence (P48145 whole entry, looked up): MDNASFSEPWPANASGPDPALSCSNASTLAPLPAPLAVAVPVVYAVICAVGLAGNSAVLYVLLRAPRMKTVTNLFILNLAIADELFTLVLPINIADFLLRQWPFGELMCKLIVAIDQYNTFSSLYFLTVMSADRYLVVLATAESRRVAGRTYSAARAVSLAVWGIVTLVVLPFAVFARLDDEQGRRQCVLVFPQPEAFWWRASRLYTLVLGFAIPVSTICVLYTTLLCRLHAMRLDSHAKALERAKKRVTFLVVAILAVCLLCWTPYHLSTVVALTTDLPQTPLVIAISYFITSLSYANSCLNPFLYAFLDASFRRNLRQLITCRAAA
IMP-1 inhibitor = IMP-1 metallo-beta-lactamase inhibitors, primary screen, biochemical, epi-absorbance readout, Pseudomonas aeruginosa enzyme. purified IMP-1, nitrocefin hydrolysis, epi-absorbance fluorescence. inhibition, % at 5.6 µM. 290,000 tested, 0.45% active;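 active means inhibition above the mean plus 3 SD of all compounds in the same screening run, cut at about 4.5% in these data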;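 further: 0% = IMP-1 with DMSO and 100% = DMSO wells lacking enzyme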
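System – purified recombinant IMP-1 beta-lactamase · Input – IMP-1 dispensed at 0.2 nM · Timing – 15 min preincubation plus 25 min reaction at 25 °C · Signal – Epi-absorbance fluorescence, 480 nm excitation, 530 nm emission · Measure – percent IMP-1 inhibition derived from blank-referenced optical density · Controls – Enzyme-plus-DMSO low control, enzyme-free DMSO high control · Replication – singlicate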
* = called active by the depositor; nt = no result given.

SMILES	V1aR counter	OXTR ag	PHOSPHO1 block	FID counter	VIM-2 inh	NS3 helicase inh	GalR3 antagonist	GPR7 antag	IMP-1 inhibitor
Cc1oc2cc(O)ccc2c(=O)c1N1C(=O)c2ccccc2C1=O	1.4	3.4	-8	1	-0.8	-5	5	-11	0.6
O=C(Nc1nccs1)C1CCN(S(=O)(=O)c2ccc3c(c2)OCCCO3)CC1	4.9	3.3	32	-5	-1.1	4	-1	-11	-3.9
Cc1ccc(C(=O)NC2CCN(C(=O)Nc3ccc(F)cc3)CC2)cc1	0.3	-0.2	22	-13	-2.5	-6	-3	-19	-2.1
CC1=N/C(=C\c2ccc([N+](=O)[O-])cc2)C(=O)N1c1ccc(Cl)cc1	1.7	-0.1	-79	12	-2.6	22	-1	-10	-2.2
COC(=O)CSc1nnc(C)c(=O)[nH]1	-0.3	0.2	7	-1	-4.6	-1	-5	8	2.3
Cc1ccc(NC(=O)COC(=O)c2cccc(N3C(=O)c4ccccc4C3=O)c2)cc1	1.2	-0.2	-25	-4	-1.4	2	0	12	-0.2
Cc1ccc(C(=O)N2CC(=O)Nc3ccc(F)cc3C2c2ccc(F)cc2)cc1 (stereo unspecified)	2.8	1.3	nt	-34	-2.4	1	-11	-12	-2.8
O=c1c2ccccc2nc(SCc2cc(=O)n3ccsc3n2)n1CCCO	nt	nt	-43	-14	-0.9	-3	nt	-3	-2.6
CCc1ccc(-c2cc(C)no2)cc1S(=O)(=O)N1CCN(c2cc(C)ccc2C)CC1	-0.7	-0.3	34	-27	0.1	-11	-6	-26	-0.7
COc1ccc(/C=N\N=C2/SC(CC(=O)O)C(=O)N2c2ccc(O)cc2)cc1OC (stereo unspecified)	0.8	-0.8	6	-36	-3.8	-17	2	-7	-2.0
c1ccc(Cn2nnnc2C(c2cccs2)N2CCSCC2)cc1 (stereo unspecified)	-0.9	-1.9	23	-5	-0.6	-5	-1	17	-1.2
Cc1cc([N+](=O)[O-])ccc1NC(=O)CCC(=O)N1CCCCCC1	-0.4	-0.7	38	-4	-3.0	4	-2	-7	-2.5
c1ccc2c(c1)nc(N1CCN(C3CCCCC3)CC1)c1nnnn12	nt	nt	11	1	-0.5	0	nt	-6	-0.8
CCc1ccc2c(c1)C(c1ccc([N+](=O)[O-])cc1)=NNC(c1ccc(Br)cc1)=N2	-0.7	-0.4	-2	2	-3.5	3	-6	-3	-3.6
Cn1c(NCc2cccnc2)nc2c1c(=O)n(Cc1ccccc1F)c(=O)n2C	0.7	0.9	-11	-8	8.3*	3	-2	6	-2.7
Cc1cc(C(=O)COc2ccc(-c3nnco3)cc2)c(C)n1Cc1ccccc1	3.8	3.1	8	-23	-2.6	3	-3	8	-1.8
Cc1cc(C)cc(-n2ncc3c2CCCC3NC(=O)c2cc(C)oc2C)c1 (stereo unspecified)	2.9	1.8	16	-32	-3.3	-1	-4	4	-1.8
CCCN1Cc2cccc(C(=O)NC(CC(=O)OCC)c3ccc(OC(C)C)cc3)c2C1=O (stereo unspecified)	0.1	-0.3	-5	-38	-3.9	-11	-5	-20	-2.5
O=C(CNC(=O)c1ccc2c(c1)OCCO2)N/N=C/c1ccc(Cl)cc1	-0.7	0.5	-3	-20	-3.0	-8	1	-7	-0.4
O=C(Cc1ccsc1)NCC(c1ccco1)N1CCCCC1 (stereo unspecified)	-0.3	-0.7	7	-2	-3.1	2	-4	-2	-2.1
COc1ccc(-n2cnnc2)cc1	-0.2	0.5	19	-1	-3.5	-5	-2	-9	-2.1
CC(NC(=O)Cn1nc(-c2ccccc2)c2ccccc2c1=O)c1ccccc1 (stereo unspecified)	-1.2	-2.1	37	-24	-1.3	1	-7	4	-0.2
COc1ccc(S(=O)(=O)N(c2onc(C)c2Cl)S(=O)(=O)c2ccc(OC)c(OC)c2)cc1OC	0.7	0.7	7	-1	-1.7	1	9	-10	-2.6
CC(=O)C1=C(C)NC(=S)NC1c1cc([N+](=O)[O-])ccc1O (stereo unspecified)	-0.8	0.3	4	-3	-0.8	-8	-9	-12	-0.6
COc1ccccc1CNC(=O)C(=O)NCC1OCCCN1S(=O)(=O)c1ccc(F)cc1C (stereo unspecified)	1.9	-0.3	27	-40	-1.2	-9	0	-8	-3.2

Eight structures out of the list, ordered by heavy-atom count, rising.
SMILES	V1aR counter	OXTR ag	PHOSPHO1 block	FID counter	VIM-2 inh	NS3 helicase inh	GalR3 antagonist	GPR7 antag	IMP-1 inhibitor
CC(=O)C1=C(C)NC(=S)NC1c1cc([N+](=O)[O-])ccc1O (stereo unspecified)	-0.8	0.3	4	-3	-0.8	-8	-9	-12	-0.6
O=C(Cc1ccsc1)NCC(c1ccco1)N1CCCCC1 (stereo unspecified)	-0.3	-0.7	7	-2	-3.1	2	-4	-2	-2.1
c1ccc2c(c1)nc(N1CCN(C3CCCCC3)CC1)c1nnnn12	nt	nt	11	1	-0.5	0	nt	-6	-0.8
O=C(CNC(=O)c1ccc2c(c1)OCCO2)N/N=C/c1ccc(Cl)cc1	-0.7	0.5	-3	-20	-3.0	-8	1	-7	-0.4
Cc1cc(C)cc(-n2ncc3c2CCCC3NC(=O)c2cc(C)oc2C)c1 (stereo unspecified)	2.9	1.8	16	-32	-3.3	-1	-4	4	-1.8
Cn1c(NCc2cccnc2)nc2c1c(=O)n(Cc1ccccc1F)c(=O)n2C	0.7	0.9	-11	-8	8.3*	3	-2	6	-2.7
Cc1ccc(NC(=O)COC(=O)c2cccc(N3C(=O)c4ccccc4C3=O)c2)cc1	1.2	-0.2	-25	-4	-1.4	2	0	12	-0.2
CCCN1Cc2cccc(C(=O)NC(CC(=O)OCC)c3ccc(OC(C)C)cc3)c2C1=O (stereo unspecified)	0.1	-0.3	-5	-38	-3.9	-11	-5	-20	-2.5

The list goes on.
SMILES	V1aR counter	OXTR ag	PHOSPHO1 block	FID counter	VIM-2 inh	NS3 helicase inh	GalR3 antagonist	GPR7 antag	IMP-1 inhibitor
CC(C)OCCCNc1nc2c(-c3ccccc3)nnn2c2ccccc12	0.7	0.1	-9	2	-1.3	2	nt	2	1.2
O=C(Cc1c[nH]c2ccccc12)N1CCN(c2ccccc2)CC1	3.6	3.2	28	-17	-2.2	-5	-9	-2	-3.4
OCC1(CCCc2ccccc2)CCN(C2CCSCC2)CC1	1.0	-0.4	2	7	0.2	3	-5	17	0.1
COc1cccc(C(=O)Nc2nnc(S(=O)(=O)N3CCOCC3)s2)c1	3.0	2.5	38	-15	-2.9	1	2	8	-2.0
CCC(=O)Nc1ccc(C(=O)NCc2ccccn2)cc1	1.3	0.0	53	-1	-0.3	-8	-5	-5	-2.7
Cc1c(C(=O)N2CC(C)OC(C)C2)sc2nc(-c3ccccc3)cn12 (stereo unspecified)	-0.1	-0.5	24	-18	-2.2	-1	-4	-11	-1.7
Cc1ccc(NC(=O)COc2ccccc2C(=O)Nc2ccccc2)cc1Cl	1.0	2.5	-10	0	-1.3	13	-3	-11	-2.2
CC1CCCCN1S(=O)(=O)c1ccc(S(=O)(=O)NCCc2ccncc2)cc1 (stereo unspecified)	6.7	7.5	-8	-13	-2.1	2	-3	0	-4.7
Cc1cc2ccccc2nc1SCC(=O)NC1CCCCC1	-1.3	-2.1	-28	-20	-3.6	3	2	-12	-2.5
O=C(CN(c1ccc(F)cc1)S(=O)(=O)c1ccc2c(c1)OCCO2)NCc1ccccn1	-2.0	-2.0	-16	-27	0.2	4	-1	0	-1.2
O=C1COc2ccc(S(=O)(=O)CCC(=O)N3CCN(c4cccc(Cl)c4)CC3)cc2N1	3.8	2.9	18	-45	1.2	0	-11	-5	-2.4
CCc1ccccc1N(CC)C(=O)c1cn(C)c(=O)c2cc(OC)c(OC)cc12	-0.1	-0.8	7	-35	-1.4	-5	-7	-7	-4.3
CC(C)N1CCN(Cc2ccc(C#CCCO)cc2)CC1CCO (stereo unspecified)	1.1	0.1	52	-3	0.9	5	-1	-6	0.0
CCS(=O)(=O)n1nc(-c2ccc(Cl)cc2)nc1SC	-1.2	-1.7	26	-1	-1.4	-2	-3	-17	-1.8
CCCCOCCCNS(=O)(=O)c1ccccc1	0.9	-0.7	-9	-3	-2.3	0	-1	-2	-2.6
CCOc1cc(S(=O)(=O)N(CC)CC)ccc1F	-0.4	-1.6	4	-2	-3.9	-5	-7	-8	-1.8
COc1cc(F)ccc1S(=O)(=O)N1CCN(Cc2ccccc2)CC1	0.1	0.0	8	-6	2.2	-7	-9	-7	0.5
NC(=O)c1ccccc1N/C=C/C(=O)c1cccs1	-1.4	-0.2	-19	-7	-1.4	0	-4	7	-2.0
Cc1nc(C)c(C(=O)C2=C(O)C(=O)N(CCN(C)C)C2c2cccs2)s1 (stereo unspecified)	-0.6	0.2	31	2	1.1	-2	6	-15	-2.9
CCO[C@@H]1OC(C(=O)NC2CC2)=C[C@H](c2ccc(Br)cc2)[C@H]1CCCO	0.2	-0.3	40	nt	nt	nt	-5	nt	nt
O=C1CCCc2nc(N3CCN(C(=O)c4ccco4)CC3)ncc21	1.1	0.0	24	-12	-0.1	1	-2	-5	-2.8
CCCC1S/C(=N/N=C/c2ccc(OC)cc2)N(Cc2ccccc2)C1=O (stereo unspecified)	1.5	1.6	3	-1	0.6	-4	2	7	-3.3
COc1cc2c3c(c1)c(C1=NC(=S)NC1=O)c(O)n3C(C)(C)C=C2C	-0.7	-1.4	13	4	-0.5	1	-4	-7	-1.5
Cc1ccc(C(=O)Cn2c(-c3ccccc3)noc2=O)cc1	0.1	-0.9	62*	-9	-3.4	-22	-3	-9	-2.8
CCCc1nc(SCC(=O)N2CCc3ccccc32)c2c(C)c(C)sc2n1	-0.7	-0.5	15	-7	-0.1	3	nt	-6	-1.7
COC(=O)c1ccccc1NC(=O)C1CCN(C(=O)N2CCOc3ccccc32)CC1	0.9	0.3	12	-41	-2.7	-12	nt	7	-2.5
Cc1cc(NC(=O)CN2CCN(S(=O)(=O)c3ccc4ccccc4c3)CC2)no1	-0.4	-0.3	-3	-21	-2.6	5	-4	4	-4.7
O=C(CN(C(=O)CCC(=O)Nc1nccs1)c1ccc2c(c1)OCO2)NCc1ccccc1	1.3	0.7	0	-35	-1.2	15	-8	11	-1.8

Screens deposited in PubChem by several laboratories.
